FLuc modulator: qHTS profiling assay for firefly luciferase inhibitor/activator using purifed enzyme and Km concentrations of substrates (counterscreen for miR-21 project); Luciferin 4-monooxygenase (Photinus pyralis), P08659; purified FLuc, Km substrates, luminescence inhibition; Potency, µM (titrated, usually from 57.5 µM), inactives show at the highest dose activity change, negative = inhibition, actives largely listed as inhibitors; hit rate 6.9% among 360,000; active = well fitted inhibition curve with a large enough effect; inconclusive = small, poorly fitted or top-dose-only effect;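 note: plate controls were vehicle for no effect and reference inhibitor for full effect; nearly all actives have a fitted effect of over 55% in size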
Target sequence (P08659 whole entry, looked up): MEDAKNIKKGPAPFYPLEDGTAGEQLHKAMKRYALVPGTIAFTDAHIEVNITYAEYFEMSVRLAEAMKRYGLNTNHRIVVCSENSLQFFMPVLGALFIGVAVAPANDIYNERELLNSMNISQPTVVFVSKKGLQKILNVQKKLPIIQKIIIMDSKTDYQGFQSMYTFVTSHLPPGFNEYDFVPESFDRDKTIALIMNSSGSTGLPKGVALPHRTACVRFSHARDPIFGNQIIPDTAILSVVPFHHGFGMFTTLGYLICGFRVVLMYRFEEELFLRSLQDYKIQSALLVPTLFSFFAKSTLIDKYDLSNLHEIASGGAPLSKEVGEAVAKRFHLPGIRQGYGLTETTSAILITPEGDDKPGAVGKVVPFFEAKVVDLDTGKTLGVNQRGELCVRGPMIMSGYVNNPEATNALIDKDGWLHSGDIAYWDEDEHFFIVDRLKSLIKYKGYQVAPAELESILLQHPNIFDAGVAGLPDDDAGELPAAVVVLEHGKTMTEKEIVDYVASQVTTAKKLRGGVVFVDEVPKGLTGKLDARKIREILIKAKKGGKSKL
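Biochemical qHTS of compounds, final roughly 60 µM downward over six points, against 10 nM purified firefly luciferase using Km concentrations of substrates (10 uM D-luciferin, 10 uM ATP) in Tris acetate pH 7.5 buffer; luminescence output.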
* hit, by the source's call; ? = inconclusive. Potency is the fitted concentration of half-maximal effect.

SMILES	FLuc modulator
COc1ccc(-n2c(=O)c3c4c(sc3n(CC(=O)C(C)(C)C)c2=O)CCCC4)c(OC)c1	1.3%
O=S1(=O)c2ccccc2N(Cc2ccc(Cl)cc2F)c2ccccc21	?
O=C(NCCc1ccccc1)c1ccc(CSc2nc3ccncc3n2Cc2ccc(F)cc2)cc1	-2.5%
COc1ccc(C(=O)Nc2nnc(C)s2)cc1	13.5µM*
CCN(CCCNC(=O)c1nn(-c2ccc(C)cc2)c(=O)c2c1c1ccccc1n2C)c1cccc(C)c1	0.0%
O=c1c2cnn(-c3ccc(F)cc3)c2ncn1Cc1cccc(Cl)c1	0.8%
Cc1cccc(C)c1NC(=O)c1ccc2c(c1)nnn2C1CCCC1	6.9%
COc1ccc(-c2nc(CN3CCC(C(=O)NCCCOC(C)C)CC3)c(C)o2)cc1OC	1.1%
CCCCNC(=O)C1CCN(Cc2nc(-c3ccc(OC)c(OC)c3)oc2C)CC1	1.0%
CC(=O)c1c(C)n(-c2cccc(Cl)c2)c2ccc(OC(=O)c3ccccc3)cc12	5.1%
CCOc1ccccc1CNC(=O)CSc1n[nH]c(-c2ccccc2)n1	-2.7%
CCc1ccc(S(=O)(=O)c2nnn3c2nc(NC(C)C)c2sccc23)cc1	3.1%
Cc1ccc(NC(=O)CSc2ncccc2C(=O)Oc2ccccc2Cl)cc1Cl	?
Cc1cc(C)c2c(=O)cc(C(=O)Nc3c(C)n(C)n(-c4ccccc4)c3=O)oc2c1	-2.0%
CCOC(=O)c1c(NC(C)=O)c2c3c(sc2n1Cc1nc(-c2cccc(C)c2)oc1C)CCCC3	-2.8%
O=C(O)c1ccc(Nc2nc3ccccc3c3nncn23)cc1	-19.4%
COc1ccccc1N1CCN(c2c(CN3CCCC3)c(=O)oc3ccccc23)CC1	0.9%
COc1ccc2c(CNC3CCCC3)c(C(=O)O)n(Cc3ccccc3C)c2c1	5.5%
Fc1ccc(Nc2nc(Nc3ccc(F)cc3)nc(N3CCOCC3)n2)cc1	-3.5%
COC(=O)c1cc(NC(=O)Cn2ncc3c([nH]c4ccccc43)c2=O)cc(C(=O)OC)c1	1.1%
CCC(C)n1c(=O)c2sccc2n2c(CCCC(=O)N3CCN(c4ccccc4)CC3)nnc12 (configuration not stated)	4.7%
Cc1ccc(CNC(=O)CSc2c(C(C)C)cnc3c2c(=O)n(C)c(=O)n3C)cc1	-2.7%
O=C(CC1C(=O)N(c2ccccc2)C(=O)N1Cc1ccc2c(c1)OCO2)Nc1ccccc1 (configuration not stated)	-10.5%
CC(C)c1ccc(NC(=O)CSc2nc3ccccc3nc2Cc2ccccc2)cc1	0.1%
Cc1cc(C)cc(NC(=O)Cn2cc(C(=O)c3cccs3)c3ccccc32)c1	-9.3%
COc1ccc(CNC(=O)CSCc2ccc(C)cc2)c(OC)c1	1.4%
CCOc1ccc(Nc2c(S(=O)(=O)c3ccc(C)cc3)cnc3cc(OC)c(OC)cc23)cc1	-13.6%
Cc1ccccc1Cn1c(CN2CCC(C(=O)NCc3ccc(Cl)cc3)CC2)cc2ccccc21	-1.9%
COCCCNC(=O)c1c(NC(=O)Cc2coc3c(C)c(C)ccc23)sc2c1CCCC2	-11.2%
N#C/C(=C\c1ccc(Cl)cc1)C(=O)NCC1CCCO1 (configuration not stated)	?
COC(=O)c1cc(S(=O)(=O)N2CCN(c3ccc(C)cc3C)CC2)cn1C	-0.8%
Cc1ccc(NC(=O)c2ccc(F)c(S(=O)(=O)N3CCc4ccccc4C3)c2)cc1F	-2.7%
COc1ccc(C2=NN(CCC(=O)NCCc3ccccc3)C(=O)CC2)cc1	-7.1%
O=C(NCc1cccc(Cl)c1)C(=O)Nc1ccc2nc3n(c(=O)c2c1)CCCCC3	-0.2%
Cc1cccc(NC(=O)CSc2nc(-c3cccc(C)c3)nc3c2Cc2c(CO)cnc(C)c2O3)c1	5.5%
COc1ccccc1-c1cc(C(F)(F)F)nc(S(=O)(=O)CCCC(=O)Nc2cc(Br)ccc2O)n1	-14.8%
CCOc1ccccc1NS(=O)(=O)c1c(-c2ccc(C)cc2)csc1C(=O)OC	7.3%
COc1ccc(OCC(=O)N(Cc2cccc(OC)c2)C2CCS(=O)(=O)C2)cc1 (configuration not stated)	2.4%
COc1cccc(NC(=O)C(=O)NCC(c2ccc3c(c2)OCO3)N2CCN(C)CC2)c1 (configuration not stated)	?
CCCc1nn2c(=O)cc(COC(=O)c3ccc(NC(=O)COc4ccccc4F)cc3)nc2s1	1.4%
O=C(Nc1ccc(Br)cc1)c1ccc(Br)c(S(=O)(=O)N2CCCCC2)c1	-0.3%
Cc1ccc(CNC(=O)CCc2c(C)nc3c4c(C)cc(C)nc4nn3c2C)cc1	-2.1%
COCCc1nn2c(=O)cc(COC(=O)COc3ccc(F)cc3)nc2s1	-4.1%
Cc1ccc(C)c(CN2C(=O)c3ccccc3S(=O)(=O)c3ccc(C(=O)NCCc4ccc(Cl)cc4)cc32)c1	-4.2%
Cn1c(C(=O)N2CCCC(C(=O)N3CCN(c4ccccc4)CC3)C2)cc2sccc21 (configuration not stated)	5.9%
CCOc1ccc(OCC(=O)NCCS(=O)(=O)N2CCN(c3ccc(OC)cc3)CC2)cc1	2.0%
Cc1ccc(NC(=O)CN2C(=O)COc3ccc(S(=O)(=O)N4CCCCCC4)cc32)cc1C	?
Cc1ccc(CCNC(=O)c2cc3n(n2)CCCN(Cc2ccc(C)cc2)C3=O)cc1	-4.3%
CCOC(=O)c1cc(-c2ccc(OC)cc2)n(CCC(=O)Nc2ccccc2OC)c1C	-8.0%
Cc1ccc(C)c(NC(=O)CN(C)S(=O)(=O)c2ccc3c(c2)CCC(=O)N3)c1	3.9%
Cc1ccc(C(=O)c2c(N)c(-c3nc(-c4ccc5c(c4)OCO5)cs3)c3ccccn23)cc1C	0.4%
COc1ccc(-c2cc(OC(=O)c3cccc(Cl)c3)c3c(C)oc(C)c3c(=O)c2)cc1OC	1.0%
COc1ccc(-c2nnc(SCC(=O)NC3CCCC3)nc2-c2ccc(OC)c(OC)c2)cc1OC	-1.6%
CCc1nn2c(=O)cc(COC(=O)c3cccc(NC(=O)c4ccccc4Cl)c3)nc2s1	-1.8%
CCS(=O)(=O)c1ccc(O)c(Nc2cc(C)nc(SC)n2)c1	-16.1%
Cc1ccc(-c2nnc(Nc3cccc(Cl)c3)c3ccccc23)cc1S(=O)(=O)NCC1CCCO1 (configuration not stated)	-11.1%
CCOC(=O)c1sc(NC(=O)c2cc(-c3ccc(F)cc3)on2)c(C(=O)OCC)c1C	2.0%
O=C(Cn1ncc2c3ccccc3n(Cc3ccc(Cl)cc3)c2c1=O)N1CCCCCC1	-8.0%
CC1(C)CC(=O)c2cc(C(=O)Nc3ccc(Cl)cc3)c(=O)[nH]c2C1	2.0%
O=C(Nc1ccccc1Br)c1cc(S(=O)(=O)NC2CCCCC2)ccc1F	-8.2%

Among those listed so far, three have an NH in an aromatic ring.
SMILES	FLuc modulator
CCOc1ccccc1CNC(=O)CSc1n[nH]c(-c2ccccc2)n1	-2.7%
COC(=O)c1cc(NC(=O)Cn2ncc3c([nH]c4ccccc43)c2=O)cc(C(=O)OC)c1	1.1%
CC1(C)CC(=O)c2cc(C(=O)Nc3ccc(Cl)cc3)c(=O)[nH]c2C1	2.0%

(listing goes on)
SMILES	FLuc modulator
CC(C)Oc1ccc(CN2CCc3nc(Nc4ccc5c(c4)OCCO5)ncc3C2)cc1	?
O=C(Nc1ccc(Br)cc1F)c1cc(S(=O)(=O)NC2CCCC2)ccc1F	-6.3%
CSc1ncc(C(=O)N2CCN(c3cccc(C(F)(F)F)c3)CC2)c(C)n1	3.9%
COc1ccc(C(=O)NC(c2ccc(Cl)cc2)c2cc(Cl)c3cccnc3c2O)cc1 (configuration not stated)	-4.3%
CCOC(=O)c1cc2c(=O)n3ccccc3nc2n(CC(C)C)c1=NC(=O)c1cc2ccccc2o1	0.4%
CCCS(=O)(=O)N1CC(=O)N(c2ccc(C)cc2)C(C)(C(=O)NC2CCCCCC2)C1 (configuration not stated)	1.1%
CCN(c1ccc(OC)cc1)S(=O)(=O)c1ccc2[nH]c(=O)ccc2c1	5.36µM*
COc1ccc(NC(=O)CCS(=O)(=O)c2nc(-c3ccc4c(c3)OCO4)cc(C(F)(F)F)n2)c(OC)c1	-10.5%
CC(=O)Nc1ccc(NC(=O)CSc2nccn2Cc2ccc3c(c2)OCO3)cc1	-7.6%
CCOc1cc(CNc2ccc(O)cc2)cc(Cl)c1OCc1ccccc1	-11.7%
O=C(Cn1cc(S(=O)(=O)Cc2ccccc2F)c2ccccc21)Nc1ccc(F)c(Cl)c1	-0.8%
N#Cc1c(NC(=O)c2cc3nc(-c4ccc(Br)cc4)cc(C(F)(F)F)n3n2)sc2c1CCCC2	-2.9%
COc1ccccc1CNC(=O)Cn1c(=O)oc2ccccc21	0.4%
CCOc1cc(C2CC(=O)Nc3nc(SCc4ccccc4)[nH]c(=O)c32)ccc1O (configuration not stated)	-16.6%
Cc1cc(C)cc(Nc2cc(C)nc3nncn23)c1	-6.2%
Cc1ccc(Nc2nnc(-c3ccc(C)c(S(=O)(=O)N4CCN(C)CC4)c3)c3ccccc23)c(C)c1	-5.3%
FC(F)(F)c1cccc(Nc2c3c(nc4ccc(Cl)cc24)CCC3)c1	0.5%
COc1cccc(CC(=O)Nc2ccc(-c3nc4ccccc4s3)cc2)c1	6.01µM*
O=C(COC(=O)c1cc(-c2cccs2)nc2ccccc12)c1ccc(F)cc1	?
CCOc1ccccc1-c1noc(CSc2nnc(-c3ccccc3)n2-c2ccc(OC)cc2)n1	1.4%
Cc1ccc(C(=O)Nc2nnc(S(=O)(=O)N(C)Cc3ccc(Cl)cc3)s2)cc1	-17.7%
CCOc1ccc(NC(c2ccc(Cl)cc2)c2nnc(-c3cccc(F)c3)o2)cc1 (configuration not stated)	-1.5%
O=C(NCCc1ccccc1)C(=O)NCC(c1ccco1)S(=O)(=O)c1cccs1 (configuration not stated)	1.0%
COc1ccc(Cn2c(SCc3ccc(C(=O)NC(C)C)cc3)nc3cccnc32)cc1	-3.6%
COc1cc(C(=O)Nc2ccc3nn(-c4ccc(F)cc4)nc3c2)cc(OC)c1OC	-2.7%
CCN(CC)CCNC(=O)c1ccc(-n2c(-c3ccccc3)cc3c2CCCC3)cc1	-9.7%
COc1ccc(NC(=O)c2ccc3oc(=O)c(S(=O)(=O)c4ccc(C)cc4)cc3c2)cc1OC	-1.1%
CCOC(=O)C1CCCN(Cc2cn3c(-c4cccc(Br)c4)nnc3s2)C1 (configuration not stated)	-5.2%
CCOc1ccccc1NC(=O)C(=O)Nc1ccc2nc3n(c(=O)c2c1)CCCCC3	-7.0%
COc1cccc(OC(=O)CSc2nnc(-c3ccc4c(c3)OCO4)o2)c1	-5.4%

Brought forward from above: six compounds, followed by the next part.
SMILES	FLuc modulator
COc1cc(C(=O)Nc2ccc3nn(-c4ccc(F)cc4)nc3c2)cc(OC)c1OC	-2.7%
CCN(CC)CCNC(=O)c1ccc(-n2c(-c3ccccc3)cc3c2CCCC3)cc1	-9.7%
COc1ccc(NC(=O)c2ccc3oc(=O)c(S(=O)(=O)c4ccc(C)cc4)cc3c2)cc1OC	-1.1%
CCOC(=O)C1CCCN(Cc2cn3c(-c4cccc(Br)c4)nnc3s2)C1 (configuration not stated)	-5.2%
CCOc1ccccc1NC(=O)C(=O)Nc1ccc2nc3n(c(=O)c2c1)CCCCC3	-7.0%
COc1cccc(OC(=O)CSc2nnc(-c3ccc4c(c3)OCO4)o2)c1	-5.4%
COc1ccc(NC(=O)C2CCN(c3nc4ccccc4[nH]3)CC2)cc1OC	-1.9%
CCCSc1ncc(Cl)c(C(=O)Nc2c(C(=O)Nc3ccccc3)oc3ccccc23)n1	-1.0%
COc1ccc(N2CCN(CCCNC(=O)c3nnc(Cc4ccccc4Cl)o3)CC2)cc1	-1.7%
Cc1ccc(O)c(C2=Nc3ccccc3N=C(c3cccc(F)c3)C2)c1	?
Cn1c(C(=O)NCCc2ccccc2)cc2cc(S(=O)(=O)N3CCCCC3)ccc21	2.8%
Cc1cccc(OC(C)C(=O)N2CCC(c3nc4ccccc4o3)CC2)c1C (configuration not stated)	-14.6%
COc1ccc(CCN2C(=O)N(c3ccc(F)cc3)C(=O)C2CC(=O)Nc2ccccc2)cc1 (configuration not stated)	-9.9%
CCOc1ccccc1NC(=O)CSc1nnc2[nH]c(=O)cc(C)n12	-2.5%
Cc1ccc(CNS(=O)(=O)c2ccc(-c3cc(C(F)(F)F)on3)s2)cc1	7.6%
COCCCNC(=O)Cn1c(=O)nc(-c2ccccc2)c2ccccc21	-0.7%
COc1ccc(-c2ccc(=O)n(CC(=O)NCCc3ccccc3)n2)cc1	-8.8%
Cc1cccc(Nc2c3c(nc4nncn24)CCC3)c1C	2.6%
Cc1ccc(Cl)cc1N1CCN(C(=O)c2ccc(CS(=O)(=O)c3ccccc3C)o2)CC1	-6.9%
CCCCOc1ccc(CN2C(=O)C(=O)c3cc(C)ccc32)cc1OC	-6.7%
CCOC(=O)c1noc2nc(C)n(Cc3cccc([N+](=O)[O-])c3)c(=O)c12	2.3%

A second format for 3 compounds above:
CCOC(=O)c1noc2nc(C)n(Cc3cccc([N+](=O)[O-])c3)c(=O)c12
  FLuc modulator: 2.3%
CCOc1ccccc1NC(=O)CSc1nnc2[nH]c(=O)cc(C)n12
  FLuc modulator: -2.5%
COCCCNC(=O)Cn1c(=O)nc(-c2ccccc2)c2ccccc21
  FLuc modulator: -0.7%

More results:
SMILES	FLuc modulator
Cc1cccc(Cn2c(-c3ccccc3)nc3ccccc32)c1	?
CC1CCN(C(=O)Cn2c(=O)n(CCCCCC(=O)NCc3ccccc3Cl)c(=O)c3sccc32)CC1	-0.9%
Cc1ccc(OC(=O)CSc2nnc(-c3cccs3)o2)cc1C	-1.9%
O=C(c1ccc2c(c1)N(Cc1ccc(F)cc1)CCS2)N1CCN(c2ccccc2)CC1	-9.3%

Bioassay records deposited in PubChem by National Center for Advancing Translational Sciences (NCATS).

Only part of the results is shown, so the mix of outcomes need not match the whole.
